PfHsp90 yeast 2 = growth inhibition of PfHsp90-expressing yeast, primary screen, antimalarial PfHsp90 inhibitor project, S. cerevisiae, BacTiter-Glo luminescence, single point, set 2. AID 504621, 2011. inhibition, % at 9.4 µM. actives 0.32% (n = 310,000). BacTiter-Glo ATP, 48 h; yeast lacking PDR1 and PDR3 efflux regulators;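 active = every replicate shows inhibition above about 80%, whatever the replicate mean, limit read from the data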;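 also: 0% = DMSO neutral controls and 100% = 20 µM radicicol positive controls; yeast relying on Plasmodium falciparum Hsp90 in place of its own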
AddAB inh = growth inhibition of E. coli expressing H. pylori AddAB, primary screen, AddAB inhibitor project, absorbance; inhibition, % at 11.9 µM; actives 0.29% (n = 330,000); in the data active = inhibition above about 12%;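 also: 0% = vehicle wells of infected cells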
PKA-R2B activ = activators of PKA-R2B holoenzyme, primary screen, biochemical, fluorescence polarization, Cy5-IP20, human; PKA-R2B holoenzyme dissociation; R2B truncated from residue 108, S112A mutant; 0% DMSO only, 100% 113 µM cGMP; activation, % at 11.4 µM; actives 0.079% (n = 340,000); AID 504700, 2011;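 active = activation above a cutoff set at the mean over all compounds plus 3 SD, cut at about 18% in these data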;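 also: higher means more holoenzyme dissociation and a rise in polarization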
Target sequence (P31323 whole entry, looked up, other chains not shown, the tested form may be a part): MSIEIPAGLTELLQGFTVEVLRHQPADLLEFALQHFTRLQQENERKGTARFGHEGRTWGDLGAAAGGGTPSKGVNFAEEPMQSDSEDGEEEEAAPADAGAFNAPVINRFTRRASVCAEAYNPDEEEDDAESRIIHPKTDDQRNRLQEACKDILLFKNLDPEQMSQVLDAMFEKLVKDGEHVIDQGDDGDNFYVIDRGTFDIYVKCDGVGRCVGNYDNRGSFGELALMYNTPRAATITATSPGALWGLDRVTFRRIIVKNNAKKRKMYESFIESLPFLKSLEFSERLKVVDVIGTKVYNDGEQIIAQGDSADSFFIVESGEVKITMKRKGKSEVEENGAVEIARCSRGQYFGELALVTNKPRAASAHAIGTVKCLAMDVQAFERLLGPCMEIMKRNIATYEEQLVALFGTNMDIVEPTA
Tat transport = E. coli Tat export inhibitors, primary screen, MC4100, TorA-mCherry reporter, fluorescence, single point. actives 0.036% (n = 340,000). AID 488895, 2010. inhibition, % at 10 µM;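 active = mean replicate inhibition at least 50% and at least half of replicates individually reaching 50%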;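 also: exported cargo escapes ClpAP degradation while cytoplasmic cargo is degraded and loses fluorescence; 0% = median of neutral control wells and 100% = median of NaSCN control wells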
phage Ecoli inh = growth loss of phage-infected E. coli, primary screen, RecBCD inhibitor project, absorbance, with phage, HTS; inhibition, % at 11.9 µM; actives 0.26% (n = 360,000); AID 651602, 2012; in the data active = inhibition above about 11%
HTR5A inv ctr = HTR5A inverse agonists in luminescence cell assay, primary screen, counter-screen for OPRM1-OPRD1 heterodimer inverse agonist project, full-deck HTS; inhibition, % at 9.3 µM; actives 0.083% (n = 340,000); HTR5A cell line, inverse agonism; 5-hydroxytryptamine receptor 5A (Homo sapiens), P47898; in the data active = inhibition mostly above about 23%, no sharp cut-off; inactive = mostly below about 18%;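 also: 0% = cells with DMSO and 100% = no-cell wells with DMSO; some compounds called inactive have numbers as strong as hits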
Target sequence (P47898 whole entry, looked up): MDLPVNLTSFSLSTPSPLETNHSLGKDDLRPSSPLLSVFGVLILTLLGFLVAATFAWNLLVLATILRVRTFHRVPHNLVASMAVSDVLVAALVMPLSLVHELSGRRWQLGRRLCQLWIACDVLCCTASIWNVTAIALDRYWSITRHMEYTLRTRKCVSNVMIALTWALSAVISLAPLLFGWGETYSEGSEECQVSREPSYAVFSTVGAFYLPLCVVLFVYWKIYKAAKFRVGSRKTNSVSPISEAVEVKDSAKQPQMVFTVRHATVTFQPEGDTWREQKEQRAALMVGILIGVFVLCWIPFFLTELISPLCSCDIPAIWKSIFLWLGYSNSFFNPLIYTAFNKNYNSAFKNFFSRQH
SUMO Mot1 rescue = yeast Mot1-301 growth rescue at high temperature, primary screen, SUMOylation pathway inhibitor project, S. cerevisiae, ATP luminescence, 38.5C. actives 1% (n = 320,000). S. cerevisiae Mot1-301 growth rescue; percent above DMSO median, 100 means doubled. growth rescue, % at 18.8 µM;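 active = every valid replicate shows activation above 250% relative to neutral control wells; inactive = the rest, any valid replicate at or below 250%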;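 also: OY570 slx delta 5 strain wells were the positive control but not used for scaling; some compounds called inactive have numbers as strong as hits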
Ecoli viability = E. coli V3065 growth inhibition, primary screen, counter-screen for AddAB inhibitor project, absorbance, OD600 | 18 h | inhibition, % at 11.9 µM | actives 0.27% (n = 330,000) | AID 449728, 2010;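 active = inhibition above the campaign's mean inhibition across all tested compounds plus 3 SD, cut at about 9.9% in these data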;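 also: uninfected addAB+ strain grown without phage in ampicillin broth; 0% = DMSO wells and 100% = ciprofloxacin 0.95 µg/ml wells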
OPRM1-OPRD1 ag = agonists of OPRM1-OPRD1 heterodimerization, primary screen, cell-based, luminescence. Mu-type opioid receptor (Homo sapiens) + Delta-type opioid receptor (Homo sapiens), …. cells. activation, % at 9.3 µM. actives 0.3% (n = 340,000); in the data active = activation above about 18%;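 also: 0% = vehicle-treated cells and 100% = reference agonist; values of inactives mirror those of a sister screen read the other way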
PKA-R1A activ = activators of PKA-R1A holoenzyme, primary screen, biochemical, fluorescence polarization, Cy5-IP20, bovine R1A, mouse PKAc; cAMP-dependent protein kinase type I-alpha regulatory subunit (Bos taurus) + …; PKA-R1A dissociation; scaled: DMSO 0%, 113 µM cGMP 100%; activation, % at 11.4 µM; actives 0.083% (n = 340,000); AID 504707, 2011;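 active = percent activation above the mean of all tested compounds plus 3 SD, cut at about 19% in these data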;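 also: higher means more PKAc released from R1A so a rise in polarization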
OPRM1-OPRD1 inv = inverse agonists of MOR-DOR heterodimerization, primary screen, cell-based, luminescence; cell-based MOR-DOR heterodimer luminescence, inverse agonism; inhibition, % at 9.3 µM; actives 0.21% (n = 340,000); AID 504357, 2011; in the data active = inhibition above about 22%, passing the limit was not always enough;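 also: 0% = cells with DMSO and 100% = wells without cells with DMSO; values of inactives mirror those of a sister screen read the other way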
Numbers without * were called inactive; . = no result given.

SMILES	PfHsp90 yeast 2	AddAB inh	PKA-R2B activ	Tat transport	phage Ecoli inh	HTR5A inv ctr	SUMO Mot1 rescue	Ecoli viability	OPRM1-OPRD1 ag	PKA-R1A activ	OPRM1-OPRD1 inv
COc1ccc(NC(=O)CSCC(=O)Nc2cc(Cl)ccc2N2CCCC2)cc1	7	3.5	-14	-4	1.3	5	45	-0.8	-0.9	2	5
O=c1cc(O)c2c(=O)n(C3CCCCC3)c3ccccc3c2o1	.	-1.7	4	11	2.7	-11	-9	1.6	-1.2	-2	5
CCOC(=O)C1CCN(C(=O)c2sc3nc(C)nc(N4CCC(C)CC4)c3c2C)CC1	-1	-1.8	1	6	1.7	-4	-19	-2.3	1.3	-7	-7
Cc1ccccc1NC(=O)c1ccc2c(c1)C(=O)N(CCC(C)C)C2=O	-33	1.9	-5	3	2.1	-1	4	-1.3	1.6	-4	-7
CC1(C)CC(=O)C(C=NCc2cccnc2)=C(O)C1	1	0.3	3	-8	1.8	-22	107	-0.8	-2.6	6	14
O=C(/C=C/c1ccncc1)c1ccc2c(c1)OCCO2	10	0.4	0	-1	4.1	4	0	0.2	-2.3	-4	12
CC1(C)CCC(=O)N2CC[C@H]3c4cc5ccccc5nc4C[C@@H]1[C@H]32	-3	.	-10	0	3.1	11	.	.	-2.1	-12	12
Cc1cccc(/C=N/NC(=O)c2c(-c3ccccc3)noc2C)c1O	-21	2.1	-1	5	-0.6	-7	-20	1.9	1.3	-14	-7
COc1ccc(CN2CCNC(=O)C2CC(=O)NCc2cn3ccc(C)cc3n2)c(OC)c1 (stereo unspecified)	-8	-0.2	-1	-1	3.6	-13	838*	-0.6	1.2	2	-9
Nc1nc(O)c(CC(=O)O)s1	-12	-2.2	-1	1	3.0	-11	-17	0.2	-3.6	-11	19
CC#CC(=O)NCC1(N(C)Cc2ccccc2)Cc2ccccc2C1	3	-2.6	18*	-4	2.6	2	-10	-2.0	-0.5	5	3
O=C(c1ccccc1)N1CCC(CC2CC(c3cccc(Br)c3)=NO2)(C(=O)NCC2CCCCC2)CC1 (stereo unspecified)	-3	2.6	-8	-7	.	-15	8	-1.9	-1.6	1	10
CN(Cc1ccccc1)C(=O)COC(=O)/C=C/c1ccco1	.	1.4	-1	-1	2.6	-49	2	-0.9	0.1	-6	0
CC[C@@]12C(=O)N(c3ccccc3)C(=O)N1[C@H](c1ccc(OC)cc1)[C@@H]1C(=O)N(C(C)(C)C)C(=O)[C@@H]12	-6	-0.8	0	-5	2.1	-6	-8	-1.9	-0.7	-5	4
CCSc1nnc2ccc(-c3ccc(C)cc3)nn12	-14	2.1	-9	-1	2.5	8	5	-0.7	1.6	-9	-8
O=C(c1ccc(CNc2c(N3CCCC3)c(=O)c2=O)cc1)N1CC=C(c2ccccc2)CC1	-5	3.7	15	4	1.5	-11	21	-0.7	-5.6	13	29
O=C(CSc1ccc2nnc(-c3ccccn3)n2n1)Nc1nccs1	-17	0.1	1	-2	1.3	-8	-6	0.9	-2.8	2	14
CN(C)CCNC(=O)C(=O)c1c(-c2ccccc2)cc2ccccn12	8	1.7	-7	10	4.7	-9	-10	-3.0	-3.2	-3	17
CSCCC(NC(=O)COc1ccccc1)C(=O)N1CCN(C(C)=O)CC1 (stereo unspecified)	7	-3.2	-4	0	-0.7	-2	2	-0.9	-2.5	1	13
c1ccc(Cn2nnnc2C(c2cccs2)N2CCc3ccccc3C2)cc1 (stereo unspecified)	-5	-2.0	4	9	.	-25	-4	-1.4	0.4	-14	-2

An excerpt from above in order of count of non-hydrogen atoms, lowest first.
SMILES	PfHsp90 yeast 2	AddAB inh	PKA-R2B activ	Tat transport	phage Ecoli inh	HTR5A inv ctr	SUMO Mot1 rescue	Ecoli viability	OPRM1-OPRD1 ag	PKA-R1A activ	OPRM1-OPRD1 inv
Nc1nc(O)c(CC(=O)O)s1	-12	-2.2	-1	1	3.0	-11	-17	0.2	-3.6	-11	19
CCSc1nnc2ccc(-c3ccc(C)cc3)nn12	-14	2.1	-9	-1	2.5	8	5	-0.7	1.6	-9	-8
CN(Cc1ccccc1)C(=O)COC(=O)/C=C/c1ccco1	.	1.4	-1	-1	2.6	-49	2	-0.9	0.1	-6	0
O=C(CSc1ccc2nnc(-c3ccccn3)n2n1)Nc1nccs1	-17	0.1	1	-2	1.3	-8	-6	0.9	-2.8	2	14
CSCCC(NC(=O)COc1ccccc1)C(=O)N1CCN(C(C)=O)CC1 (stereo unspecified)	7	-3.2	-4	0	-0.7	-2	2	-0.9	-2.5	1	13
c1ccc(Cn2nnnc2C(c2cccs2)N2CCc3ccccc3C2)cc1 (stereo unspecified)	-5	-2.0	4	9	.	-25	-4	-1.4	0.4	-14	-2
O=C(c1ccc(CNc2c(N3CCCC3)c(=O)c2=O)cc1)N1CC=C(c2ccccc2)CC1	-5	3.7	15	4	1.5	-11	21	-0.7	-5.6	13	29
O=C(c1ccccc1)N1CCC(CC2CC(c3cccc(Br)c3)=NO2)(C(=O)NCC2CCCCC2)CC1 (stereo unspecified)	-3	2.6	-8	-7	.	-15	8	-1.9	-1.6	1	10

The list continues.
SMILES	PfHsp90 yeast 2	AddAB inh	PKA-R2B activ	Tat transport	phage Ecoli inh	HTR5A inv ctr	SUMO Mot1 rescue	Ecoli viability	OPRM1-OPRD1 ag	PKA-R1A activ	OPRM1-OPRD1 inv
COC(=O)c1ccc(S(=O)(=O)N2C3CCC2CC(NC(=O)NC2CCCCC2)C3)cc1 (stereo unspecified)	-15	2.6	3	-4	1.4	8	56	-0.5	3.2	1	-20
CCCCOC(=O)Nc1nnc(SCCOc2ccc(C)cc2)s1	22	-0.6	-5	-15	-0.5	1	9	-4.9	-0.6	0	3
Cc1c(CN2CCN(CC(C)C)C(CCO)C2)[nH]c2ccc(Cl)cc12 (stereo unspecified)	24	2.0	-4	9	4.5	8	11	-0.9	3.8	-6	-18
CN(Cc1ccc(F)cc1)Cc1nc(-c2cnccn2)no1	9	3.1	-1	-6	-0.3	4	6	1.2	-1.7	-1	10
C#CCNC(=O)C1=C[C@@H](c2ccc3c(c2)OCO3)C[C@@H](OCCCCO)O1	12	2.4	-15	-3	0.5	-6	-6	-0.4	-1.0	4	6
NS(=O)(=O)c1ccc(SCc2ccccc2)nc1	-1	3.3	-1	0	3.0	-10	128	1.7	-2.5	6	12
[O-]/C(=C(\C(=S)Nc1cccc2ccccc12)[n+]1ccccc1)c1ccc2c(c1)OCCO2	.	1.5	-3	1	0.2	-8	-6	-1.4	4.2	9	-21
COc1ccc(C(=O)N/C(=C\c2cccc([N+](=O)[O-])c2)C(=O)Nc2cccc(C(=O)O)c2)cc1	24	2.2	3	-4	4.9	-3	263	-2.1	0.4	-9	-2
CCOC(=O)C(C)N1C(=O)S/C(=C/c2cc(C)n(-c3ccncc3)c2C)C1=O (stereo unspecified)	8	0.2	-7	-11	6.5	-5	-9	2.5	-0.5	-5	3
Cc1ccccc1OCC(=O)OC(C)CN1CCN(C)CC1 (stereo unspecified)	64	0.1	-4	-1	0.5	8	-24	0.2	-0.1	2	1
CCC(C)[C@H]1CN=C(N)N1CCc1cccc2ccccc12 (stereo partly specified)	26	3.0	-9	2	4.0	24	2	2.1	-1.0	-14	6
Cc1ccc(N(CC(=O)N2CCCC2)S(C)(=O)=O)c(C)c1	-2	0.1	-7	2	0.7	23	-9	0.1	-0.2	-9	1
CC(C)(C)OC(=O)NCc1ccc(CNC(=O)c2nc[nH]c2C(=O)N2CCN(C(=O)OC(C)(C)C)CC2)cc1	.	1.7	5	0	2.5	-10	3	0.3	-0.6	-1	3
Fc1ccc(COc2ccc3ccccc3c2CNc2nn[nH]n2)cc1	2	1.0	-8	6	2.3	-23	.	1.3	-1.7	-12	8
N#C/C(=C\c1ccc(F)cc1)C(=O)Nc1ccccn1	-1	-0.1	-5	-8	3.2	5	6	1.1	-2.9	4	13
CCCCCOC(=O)CSc1n[nH]c(=O)[nH]c1=O	.	2.1	5	1	2.6	-8	4	5.2	-0.7	-2	3
CCN1CCN(C(=O)CN(c2ccc(F)cc2)S(=O)(=O)c2ccc(OC)c(OC)c2)CC1	9	-1.3	2	-7	3.8	3	-7	-0.2	-1.2	-4	8
N#Cc1ccccc1NC(=O)CSc1nnc(-c2ccccc2)n1-c1ccccc1	9	-0.3	-3	5	0.8	-11	192	2.1	0.6	-8	-3
O=C(Nc1ccc(N2CCOCC2)cc1)c1cccc(S(=O)(=O)N2CCC(Cc3ccccc3)CC2)c1	-53	0.0	-5	-5	1.0	1	33	1.2	-0.3	-6	2
Cc1ccc2c(c1)COc1c3ccc(C(=O)O)cc3nn1-2	13	1.9	-7	-16	0.3	8	29	-0.5	0.0	-6	0
O=C(Nc1nnc(C2=COCCO2)o1)c1ccc(F)cc1	-2	0.1	10	-9	-5.8	-3	178	-8.0	-2.0	11	10
CN(C)CCNC(=O)C(=O)Nc1cc2c3c(c1)CCC(=O)N3CCC2	-3	2.8	-7	-5	3.5	0	3	-1.3	-1.6	8	8
O=C(COC(=O)CCS(=O)(=O)c1ccccc1)NC(=O)c1ccc(OC(F)F)cc1	12	1.2	-15	-2	2.4	10	6	1.1	-2.7	-2	15
Clc1ccc2nc(N3CCCCC3)sc2c1	38	-0.7	6	-5	6.4	-14	10	0.1	1.6	-9	-11
COc1ccc(CNC(=O)COC(=O)c2ccc(Br)o2)cc1	3	0.9	-1	2	1.5	3	69	-0.6	0.3	-8	-1
CCN(Cc1ccccc1)C(=O)Cn1cc(S(=O)(=O)NC)c(S(=O)(=O)NC)c1	-10	0.0	1	-4	2.0	-16	3	0.5	-2.8	-5	12
O=C(Nc1ccc(S(=O)(=O)N2CCOCC2)cc1)c1ccccc1	7	2.3	-4	11	.	17	-2	-0.3	-0.8	-3	4
CCN(CC(=O)NCc1cccs1)C(=O)/C=C/c1cc(OC)c(OC)c(OC)c1	.	.	-6	4	3.0	3	.	.	-4.0	-12	21

Source: PubChem (several laboratories)
